High-throughput results (PubChem)
AddAB inh – less growth of phage-infected E. coli with AddAB; E. coli expressing H. pylori AddAB, absorbance growth; inhibition, % at 11.9 µM; 330,000 tested, 0.29% active; AID 435030; in the data active = inhibition above about 12%;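 note: 0% = vehicle wells of infected cells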
DAGLB inhibitor – diacylglycerol lipase beta (human) inhibition; HEK293T DAGLB membrane lysate, EnzChek fluorogenic substrate; inhibition, % at 5.17 µM; 340,000 tested, 0.059% active; AID 504411; in the data active = inhibition above about 34%;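 note: 0% = enzyme with vehicle and 100% = wells lacking enzyme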
Target sequence (Q8NCG7 whole entry, looked up): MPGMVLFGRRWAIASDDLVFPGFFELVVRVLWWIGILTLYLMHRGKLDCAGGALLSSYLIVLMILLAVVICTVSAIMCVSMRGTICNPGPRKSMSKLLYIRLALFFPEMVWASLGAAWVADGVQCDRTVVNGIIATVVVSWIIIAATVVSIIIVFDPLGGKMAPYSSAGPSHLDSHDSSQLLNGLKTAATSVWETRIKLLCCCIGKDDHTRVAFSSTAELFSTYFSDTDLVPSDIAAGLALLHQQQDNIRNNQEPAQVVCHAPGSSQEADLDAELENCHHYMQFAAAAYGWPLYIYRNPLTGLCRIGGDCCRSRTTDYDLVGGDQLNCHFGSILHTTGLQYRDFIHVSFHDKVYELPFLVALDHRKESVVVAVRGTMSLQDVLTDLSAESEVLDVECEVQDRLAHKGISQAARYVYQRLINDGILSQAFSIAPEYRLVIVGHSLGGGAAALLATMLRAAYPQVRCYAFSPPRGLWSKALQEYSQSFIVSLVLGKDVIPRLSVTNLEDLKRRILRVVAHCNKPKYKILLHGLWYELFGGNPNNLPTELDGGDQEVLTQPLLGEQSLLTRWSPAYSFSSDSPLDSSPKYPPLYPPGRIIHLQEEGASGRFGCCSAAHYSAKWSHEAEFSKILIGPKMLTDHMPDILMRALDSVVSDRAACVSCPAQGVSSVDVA
PfHsp90 yeast 2 – growth inhibition of yeast expressing Plasmodium Hsp90; S. cerevisiae expressing PfHsp90, BacTiter-Glo ATP, 48 h; yeast lacking PDR1 and PDR3 efflux regulators; inhibition, % at 9.4 µM; 310,000 tested, 0.32% active;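 active = every replicate shows inhibition above about 80%, whatever the replicate mean, limit read from the data; inconclusive = mean inhibition reaches the set limit but some replicate falls short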;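 note: 0% = DMSO neutral controls and 100% = 20 µM radicicol positive controls; yeast relying on Plasmodium falciparum Hsp90 in place of its own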
Ecoli viability – bacterial growth inhibition, counter-screen for AddAB inhibitors | E. coli V3065 growth, OD600 absorbance, 18 h | inhibition, % at 11.9 µM | 330,000 tested, 0.27% active | AID 449728;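 active = inhibition above the campaign's mean inhibition across all tested compounds plus 3 SD, cut at about 9.9% in these data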;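 note: uninfected addAB+ strain grown without phage in ampicillin broth; 0% = DMSO wells and 100% = ciprofloxacin 0.95 µg/ml wells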
Rtt109 Vps75 – inhibitors of Candida albicans Rtt109/Vps75 histone acetyltransferase; purified Rtt109/Vps75, ThioGlo CoA-SH fluorescence, 4 h; inhibition, % at 34.9 µM; 330,000 tested, 0.16% active; AID 540336;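 active = inhibition of at least 50% in every replicate; inconclusive = best replicate reaches 50% inhibition but some replicates fall short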
Target sequence (Q5AAJ8 whole entry, looked up): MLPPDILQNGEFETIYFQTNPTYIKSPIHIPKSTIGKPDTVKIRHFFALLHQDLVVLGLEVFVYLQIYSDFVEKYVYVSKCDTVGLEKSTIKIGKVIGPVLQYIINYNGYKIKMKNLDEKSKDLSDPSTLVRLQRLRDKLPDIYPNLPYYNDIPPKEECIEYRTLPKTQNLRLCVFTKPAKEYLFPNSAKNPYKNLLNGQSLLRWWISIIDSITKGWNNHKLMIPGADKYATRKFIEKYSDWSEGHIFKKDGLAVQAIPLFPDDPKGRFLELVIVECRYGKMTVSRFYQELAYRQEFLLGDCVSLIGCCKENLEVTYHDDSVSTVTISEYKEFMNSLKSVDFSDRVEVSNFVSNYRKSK
phage Ecoli inh – E. coli growth loss with phage present. inhibition, % at 11.9 µM. 360,000 tested, 0.26% active. growth absorbance. AID 651602; in the data active = inhibition above about 11%
PvdQ inh – blocks Pseudomonas aeruginosa PvdQ acylase activity. purified PvdQ acylase, fluorescence plate reader. inhibition, % at 10 µM. 340,000 tested, 0.063% active; in the data active = inhibition above about 30%, passing the limit was not always enough; inconclusive = no clear call, values can overlap the other calls;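 note: 0% = vehicle neutral wells and 100% = reference inhibitor wells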
Tat export inh – inhibitors of E. coli Tat protein transport; E. coli MC4100 TorA-mCherry Tat export, fluorescence; inhibition, % at 10 µM; 340,000 tested, 0.036% active; AID 488895;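 active = mean replicate inhibition at least 50% and at least half of replicates individually reaching 50%; inconclusive = only one of the two criteria met; inactive = neither criterion met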;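 note: exported cargo escapes ClpAP degradation while cytoplasmic cargo is degraded and loses fluorescence; 0% = median of neutral control wells and 100% = median of NaSCN control wells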
CAL PDZ inh – blocks peptide binding to human CAL PDZ domain; Q9HD26; purified CAL PDZ, TMR-peptide fluorescence polarization, 1 h; inhibition, % at 20 µM; 330,000 tested, 0.02% active; AID 504414;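 active = highest replicate inhibition of at least 40%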;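 note: plate controls were DMSO neutral control wells for no effect and unlabeled competitor peptide control wells for full effect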
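Control set: unlabelled peptide and DMSO controls / Material: purified CerCALP PDZ construct / Timing: 1 h incubation at room temperature before polarization reading / Doses: 20 µM, one dose / Detection: fluorescence polarization (mP)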
Wnt bcat act – activators of Wnt/beta-catenin signaling; Wnt/beta-catenin reporter cell assay, activator, plate reader; activation, % at 9.35 µM; 300,000 tested, 1.2% active; AID 743398; in the data active = activation above about 30%, passing the limit was not always enough; inconclusive = no clear call, values can overlap the other calls;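 note: 0% = neutral control wells and 100% = positive control wells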
Starred values were filed as active, the others as inactive; u = inconclusive; x = not tested or not shown.

SMILES	AddAB inh	DAGLB inhibitor	PfHsp90 yeast 2	Ecoli viability	Rtt109 Vps75	phage Ecoli inh	PvdQ inh	Tat export inh	CAL PDZ inh	Wnt bcat act
COc1ccccc1N(C)S(=O)(=O)c1ccc(Cl)c(C(=O)NCc2cccnc2)c1	-0.6	1	-6	-1.6	10	3.2	-16	-6	-2.8	0
O=C(COc1ccccc1Cl)Nc1ccc(C(=O)O)cc1NC(=O)COc1ccccc1Cl	4.0	3	-9	1.4	7	2.5	13	0	-1.1	10
N#Cc1ccc(CSc2nnc(NC(=O)C3CC(=O)N(c4ccc5c(c4)OCCO5)C3)s2)cc1 (stereo unspecified)	-1.4	3	-17	-3.4	x	x	-7	4	-6.9	x
CCOC(=O)CC1=CCc2c1ccc(OC)c2OC	x	-3	1	x	-1	2.9	3	-2	-0.6	20
COc1ccc(NC(=O)C2CCN(S(=O)(=O)c3cccc4cccnc34)CC2)cc1OC	3.6	2	14	0.3	3	4.1	-18	-3	-0.3	-5
CC(C)C(NC(=O)c1ccc(S(=O)(=O)N2CCOCC2)cc1)c1nc2ccccc2[nH]1 (stereo unspecified)	4.1	2	x	-2.8	-1	3.0	-16	6	-0.3	-2
CN1CCC(N(C)C(=O)c2ccc(Cl)c(S(=O)(=O)N3CCOCC3)c2)CC1	x	0	x	x	-7	1.6	-5	1	-2.5	2
Cc1cc(C)c(NC(=O)CN2C(=O)NC3(CCc4ccccc43)C2=O)c(Cl)c1 (stereo unspecified)	1.5	1	25	1.2	-7	2.9	-12	14	2.2	3
Fc1ccc(NC(=S)N2CCOCC2)cc1Cl	-0.5	2	-44	0.8	1	1.7	-6	12	-1.3	-3
CC(C)CN(C(=O)CC1OC(=O)c2ccccc21)c1c(N)n(Cc2ccccc2)c(=O)[nH]c1=O (stereo unspecified)	0.0	0	1	1.2	x	3.8	-1	-12	-0.4	-2
Cc1cccc(CCN2C(Nc3ccccc3)=NC[C@@H]2CC(C)C)c1	2.7	0	-6	2.0	0	-0.3	-21	-1	0.5	-4
COc1ccc(Cn2nnnc2C(c2cc3ccc(OC)cc3[nH]c2=O)N2CCC(C)CC2)cc1 (stereo unspecified)	-1.5	0	-9	-2.2	-8	0.9	-11	u	0.2	x
Cc1cc(-n2cnc(-c3cn(C)nc3C)n2)no1	3.1	-1	1	2.2	6	3.5	4	2	-0.6	3
Cc1cc(=O)n2nc(N3CCCC(C(=O)N4CCc5ccccc54)C3)sc2n1 (stereo unspecified)	-1.1	1	-12	1.7	19	x	0	0	-1.6	x
N/C(=N\OC(=O)c1cccc2ccccc12)c1ccccn1	2.4	-7	-16	1.9	9	3.0	1	-8	0.2	2

Some of the entries above in a different format:
compound | AddAB inh | DAGLB inhibitor | PfHsp90 yeast 2 | Ecoli viability | Rtt109 Vps75 | phage Ecoli inh | PvdQ inh | Tat export inh | CAL PDZ inh | Wnt bcat act
COc1ccccc1N(C)S(=O)(=O)c1ccc(Cl)c(C(=O)NCc2cccnc2)c1 | -0.6 | 1 | -6 | -1.6 | 10 | 3.2 | -16 | -6 | -2.8 | 0
Cc1cccc(CCN2C(Nc3ccccc3)=NC[C@@H]2CC(C)C)c1 | 2.7 | 0 | -6 | 2.0 | 0 | -0.3 | -21 | -1 | 0.5 | -4
CC(C)C(NC(=O)c1ccc(S(=O)(=O)N2CCOCC2)cc1)c1nc2ccccc2[nH]1 (stereo unspecified) | 4.1 | 2 | x | -2.8 | -1 | 3.0 | -16 | 6 | -0.3 | -2
Cc1cc(-n2cnc(-c3cn(C)nc3C)n2)no1 | 3.1 | -1 | 1 | 2.2 | 6 | 3.5 | 4 | 2 | -0.6 | 3
COc1ccc(Cn2nnnc2C(c2cc3ccc(OC)cc3[nH]c2=O)N2CCC(C)CC2)cc1 (stereo unspecified) | -1.5 | 0 | -9 | -2.2 | -8 | 0.9 | -11 | u | 0.2 | x

(next part)
SMILES	AddAB inh	DAGLB inhibitor	PfHsp90 yeast 2	Ecoli viability	Rtt109 Vps75	phage Ecoli inh	PvdQ inh	Tat export inh	CAL PDZ inh	Wnt bcat act
O=C(COc1ncnc2ccccc12)NC1CCCC1	2.0	-3	9	-1.4	7	6.6	12	-3	0.9	-1
CN(C)CCCN1C(=O)c2oc3ccccc3c(=O)c2C1c1cccs1 (stereo unspecified)	0.8	1	x	-1.9	-5	0.6	-15	-3	-2.4	x
CCC(CC)C(=O)Nc1c2c(nn1-c1ccc(OC)cc1)CS(=O)(=O)C2	-2.5	-3	x	-1.2	-9	x	-9	-4	0.6	1
Cc1cc(C)[n+](-c2ccc(Oc3ccccc3)c(S(=O)(=O)[O-])c2)[nH]1	0.7	0	4	1.3	3	3.5	6	1	0.9	0
C=CCn1c(SCC(=O)Nc2ccccc2C)nnc1-c1ccncc1	1.1	-2	-35	2.8	1	-0.5	-9	2	x	x
CCN(CC)c1nc2ccccc2c(N)c1-c1ccccc1	5.1	-1	-8	2.9	-12	0.4	-8	12	-1.2	-3
O=C(O)CCC(=O)Nc1ccc(C(=O)OC2CCCCC2)cc1	2.9	1	-6	-0.6	0	1.1	1	-5	0.0	-4
CC(=O)N(CCOc1ccccc1)CCOc1ccccc1	4.5	1	12	-0.8	0	3.4	-10	1	0.4	11
O=C(CCc1ccccc1)Nc1nnc(-c2ccc3c(c2)CCCC3)o1	1.2	-26	-1	-4.5	-11	-1.9	7	14	-1.1	-1
CCC1CCc2sc(C(=O)N(C)CC(=O)Nc3ccc(N4CCOCC4)cc3)cc2C1 (stereo unspecified)	-1.7	-2	-25	1.9	0	0.1	-11	21	-0.6	-1
NC(=O)CC(NC(=O)Cc1cccc2ccccc12)c1ccc(NCc2ccccc2)c([N+](=O)[O-])c1 (stereo unspecified)	4.1	8	0	-2.3	1	1.9	-8	3	0.8	-2
CC(NCc1ccccc1Cl)C(=O)Nc1ccc(C#N)cc1 (stereo unspecified)	-0.4	-2	-1	0.7	-3	-4.3	-9	1	-0.8	-2
CCCCN(CCCC)c1ccc(C(=O)c2ccccc2C(=O)O)c(O)c1	0.2	17	11	-0.1	-13	4.5	3	-3	-2.3	-4
c1ccc(CSC2=NCCCN2)cc1	1.2	0	16	0.9	3	2.9	-15	-5	-0.3	4
O=C(O)c1cc2c(ccc3ccccc32)o1	1.6	1	-19	-0.9	1	4.8	-8	-9	-1.1	-2
CCN(CC(=O)N1CCOCC1)S(=O)(=O)c1ccc(C)cc1	4.7	1	x	2.2	-9	2.7	-4	10	0.2	x
Cc1nn(CC(=O)NCCc2ccccc2)c(C)c1[N+](=O)[O-]	1.7	2	-11	-2.1	-4	4.4	-9	11	0.0	1
COc1ccc(NC(=O)CSc2nc3ccsc3c(=O)n2Cc2ccccn2)c(OC)c1	-2.6	1	7	-1.0	3	1.5	8	-2	-1.6	11
COc1ccccc1N1CCN(C(=O)c2cc(-c3cccs3)on2)CC1	3.5	-8	3	2.1	16	1.2	-16	5	-0.1	-2
CC(C)(C)OC(=O)N[C@@H](Cc1ccccc1)c1nnc(SCC(N)=O)o1	-1.4	0	-29	2.4	-8	0.0	-13	-7	-0.7	1
COc1ccc(CC(=O)NCc2n[nH]c(=S)n2-c2cccc(Cl)c2)cc1	3.3	-4	-16	0.1	-2	4.5	-8	-2	-2.4	-3
O=C(Nc1cccnc1Cl)c1cc2ccccc2o1	2.4	-3	21	0.0	-1	-0.3	-13	-12	x	49*
Cc1csc(NC(=O)[C@@H](NC(=O)c2ccccc2)C(C)C)n1	1.9	3	0	-1.2	-5	2.5	0	-11	0.7	0
CCc1nnc(NS(=O)(=O)c2ccc(NCc3ccccc3O)cc2)s1	3.8	4	17	3.7	1	2.0	-13	-4	0.1	-1
O=S(=O)(Nc1ccncc1Cl)c1cc(Cl)ccc1Cl	1.6	2	1	-1.8	7	2.4	-14	-5	0.9	-1
CC1(C)C(=O)NC(=O)N1Cc1ccccc1	2.5	1	17	-2.0	-3	0.0	-5	17	-1.6	-3
COc1ccc(NC(=O)CNC(=O)Cn2c(C)cc3ccccc3c2=O)c(OC)c1	2.8	0	x	1.9	0	2.7	-7	3	-0.9	-3
CCn1c(-c2nonc2NC(=O)c2ccccc2)nc2ccccc21	1.5	-4	x	-0.1	4	0.6	-10	-5	-2.2	x
CCCC(=O)NC(c1ccc2c(c1)OCO2)c1cc(Cl)c2cccnc2c1O (stereo unspecified)	23*	26	99*	24*	7	x	-9	-5	-0.7	x
CCCc1cc(=O)oc2c(C)c(OCC(=O)Nc3ccccn3)ccc12	2.5	1	-1	-2.3	11	2.9	7	2	-3.0	23
COc1ccc(NC(=O)COc2ccc(N(C)S(=O)(=O)c3ccc(C)cc3)cc2)cc1	-0.3	-3	-1	-0.4	1	2.5	2	-8	-1.7	x
O=C(CSc1nc2ccccc2o1)N/N=C/c1ccco1	3.3	3	-3	0.6	5	1.3	-2	3	-2.5	16
Nc1c(-c2ccc(Cl)cc2)cnn1-c1cc(C(F)(F)F)cc(C(F)(F)F)c1	3.1	-3	-21	0.2	6	6.6	-12	-4	-0.3	0
CCS(=O)(=O)Nc1cc(C(=O)O)ccc1C	2.5	-2	1	3.7	-5	5.8	1	-9	0.4	-1
CCN1CCN(c2ccc(S(=O)(=O)N3CCOCC3)cc2NC(=O)/C=C/c2ccc(OC)cc2OC)CC1	0.8	1	x	-0.8	2	1.4	-7	1	-5.0	-1
CCOc1ccc(CCNC(=O)Cn2ccc3ccccc3c2=O)cc1OCC	1.4	-2	x	-2.0	1	-1.8	10	-1	-1.6	2
CC(=O)NC(c1ccccc1)c1cc(Cl)c2cccnc2c1O (stereo unspecified)	17*	7	107*	18*	2	13*	-5	23	-0.7	-4
CCCCN(C(=O)CCC(=O)Nc1cc(C)on1)C(C(=O)NC1CCCC1)c1ccccc1OCC (stereo unspecified)	0.7	1	9	-3.0	10	-1.9	-6	4	-3.0	0
COc1cc(NC(=O)CN(C)S(=O)(=O)c2ccc(-c3ccc(=O)[nH]n3)s2)cc(OC)c1	2.3	1	-16	-3.1	4	2.9	-18	8	-0.7	-4
N/C(=N\OC(=O)c1ccc(F)cc1)c1nonc1N	2.2	2	-1	1.1	-2	4.2	-7	-2	-0.5	7
COc1cc(OC)cc(N2CCN(S(=O)(=O)c3ccc(-n4cnnn4)cc3)CC2)c1	1.9	-2	9	-0.8	-1	1.1	-9	2	-2.1	3
COc1cccc(CC2(CO)CCCN(Cc3cc(F)ccc3-n3cccn3)C2)c1 (stereo unspecified)	-0.8	-2	8	-1.1	8	3.3	7	12	0.8	-2
Cc1ccc(N2CC(C(=O)Nc3ccc(S(=O)(=O)N4CCCC4)cc3)CC2=O)cc1C (stereo unspecified)	1.6	1	19	-2.5	13	2.8	1	-4	-0.7	-2
CCCCN(C)S(=O)(=O)c1ccc(C(=O)N=c2sc3cc(NC(C)=O)ccc3n2C)cc1	0.0	1	-3	2.2	-3	2.6	12	6	0.1	39*
CCCCn1c2c(c(=N)c3c1CCC3)CCC2	-0.2	3	21	0.1	5	3.0	0	2	0.3	x
CN(C)S(=O)(=O)c1ccc(C(=O)NCC(=O)N/N=C/c2ccco2)cc1	3.8	-2	-3	1.4	-9	2.6	-4	-1	-0.5	x
CC(C)(C)c1ccc(/C=C/C(=O)N2CCOCC2)cc1	3.6	-2	-5	0.7	-4	2.7	-2	-2	-1.9	-4
COC(=O)c1ccc(CN(Cc2ccc(C(=O)OC)o2)C(C)(C)C)o1	3.2	-2	-3	-0.9	0	2.2	-10	2	0.3	x
CCCCN(CC)CCNC(=O)c1cc2c(=O)n(C)c3ccccc3c2s1	0.2	0	3	-2.6	-13	-2.3	-9	-3	-3.5	2
